OXTR ag: agonists of human oxytocin receptor. P30559. CHO-OTR cells, Fluo-8 calcium fluorescence; normalized: DMSO 0%, oxytocin 100%. activation, % at 3 µM. 320,000 tested, 0.32% active;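 active = activation above the mean of all tested compounds plus 3 SD, cutoff set per screening run, cut at about 20% in these data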;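 also: peak over basal fluorescence ratio from a 100 s FLIPR kinetic read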
PHOSPHO1 inh: blocks human PHOSPHO1 phosphatase activity; recombinant PHOSPHO1, absorbance phosphatase assay; Q8TCT1; 290,000 tested, 1.1% active; AID 1565; inhibition, % at 13.3 µM; in the data active = inhibition above about 60%
GPR7 antagonist: human neuropeptides B/W receptor 1 antagonism; P48145; GPR7-expressing cells, fluorescence antagonist assay; inhibition, % at 4.4 µM; 290,000 tested, 1.1% active; AID 1861; in the data active = inhibition above about 16%, passing the limit was not always enough;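 also: cells stimulated with the agonist NPW; 0% = agonist with vehicle and 100% = vehicle without agonist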
Target sequence (P48145 whole entry, looked up): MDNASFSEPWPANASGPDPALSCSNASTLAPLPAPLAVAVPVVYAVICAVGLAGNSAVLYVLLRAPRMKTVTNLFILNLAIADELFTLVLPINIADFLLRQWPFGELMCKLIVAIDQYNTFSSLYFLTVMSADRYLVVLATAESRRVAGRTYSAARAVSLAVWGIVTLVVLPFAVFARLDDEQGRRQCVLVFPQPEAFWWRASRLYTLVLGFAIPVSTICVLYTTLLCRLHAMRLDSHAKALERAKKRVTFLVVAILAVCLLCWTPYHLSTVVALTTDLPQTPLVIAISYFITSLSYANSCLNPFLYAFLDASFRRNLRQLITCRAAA
GalR3 antag: blocks the human galanin receptor 3; 360,000 tested, 0.44% active; inhibition, % at 3 µM; HEK293 GalR3-CNG cAMP membrane potential fluorescence; galR3 body fused to GalR1 C-terminus;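 active = inhibition above the screen-wide average plus 3 SD, cut at about 13% in these data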;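 also: forskolin and galanin both at EC90 stimulate the cells; cAMP rise reported by CNG channel membrane potential dye signal; 0% = forskolin plus galanin with DMSO and 100% = forskolin alone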
Target sequence (O60755 1-299 limits assumed): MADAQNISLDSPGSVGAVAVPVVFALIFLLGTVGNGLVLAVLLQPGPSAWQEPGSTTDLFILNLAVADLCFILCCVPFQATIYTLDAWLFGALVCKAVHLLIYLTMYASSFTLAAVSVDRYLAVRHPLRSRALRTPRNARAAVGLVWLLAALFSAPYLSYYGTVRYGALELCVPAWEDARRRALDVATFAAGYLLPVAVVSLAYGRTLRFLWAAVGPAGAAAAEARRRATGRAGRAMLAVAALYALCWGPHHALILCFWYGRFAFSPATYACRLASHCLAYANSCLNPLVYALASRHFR
VIM-2 inhibitor: blocks Pseudomonas aeruginosa VIM-2 metallo-beta-lactamase; purified VIM-2, nitrocefin hydrolysis, epi-absorbance fluorescence; inhibition, % at 5.6 µM; 290,000 tested, 0.89% active; AID 1527;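 active = inhibition above the mean of all tested compounds plus 3 SD, cutoff set per screening run, cut at about 7.5% in these data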;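 also: red hydrolysis product quenches plate fluorescence so inhibitors raise well fluorescence; 0% = enzyme with DMSO and 100% = DMSO without enzyme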
V1aR counter: activates human V1a receptor in oxytocin agonist counter-screen; CHO-V1R cells, Fluo-8 calcium fluorescence, agonist mode; 0% DMSO, 100% 3 nM vasopressin; activation, % at 3 µM; 320,000 tested, 0.25% active; AID 2797;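 active = activation above the mean activation of all tested compounds plus 3 SD, per screening run, cut at about 20% in these data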;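 also: signal is peak over basal fluorescence ratio across a 100 second FLIPR read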
Target sequence (P37288 whole entry, looked up): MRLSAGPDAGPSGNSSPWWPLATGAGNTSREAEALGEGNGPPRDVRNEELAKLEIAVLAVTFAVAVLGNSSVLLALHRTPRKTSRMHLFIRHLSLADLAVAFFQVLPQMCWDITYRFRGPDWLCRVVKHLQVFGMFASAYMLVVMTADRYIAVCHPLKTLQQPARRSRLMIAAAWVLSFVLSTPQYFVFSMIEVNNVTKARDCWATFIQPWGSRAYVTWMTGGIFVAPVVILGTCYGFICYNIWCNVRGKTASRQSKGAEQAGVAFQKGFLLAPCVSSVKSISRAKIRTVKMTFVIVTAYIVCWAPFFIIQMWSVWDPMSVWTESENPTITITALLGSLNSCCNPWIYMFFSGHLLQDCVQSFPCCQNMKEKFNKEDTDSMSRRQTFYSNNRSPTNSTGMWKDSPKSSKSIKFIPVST
IMP-1 inh: blocks Pseudomonas aeruginosa IMP-1 metallo-beta-lactamase | AID 1556 | inhibition, % at 5.6 µM | 290,000 tested, 0.45% active | purified IMP-1, nitrocefin hydrolysis, epi-absorbance fluorescence;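 active = inhibition above the mean plus 3 SD of all compounds in the same screening run, cut at about 4.5% in these data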;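 also: 0% = IMP-1 with DMSO and 100% = DMSO wells lacking enzyme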
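Test system: recombinant IMP-1 enzyme, purified / Medium: HEPES buffer pH 7.1 with ZnSO4 and Brij 35 / Doses: single dose, 5.6 µM / Times: 25 °C, 15 min preincubation, 25 min reaction / Detection: Epi-absorbance via hydrolysed-nitrocefin quenching of white-plate fluorescence, 480/530 nm, EDTA stop / Evaluation: percent inhibition from optical density relative to buffer-blank wells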
DNA FID counter: displaces DNA intercalator in HCV helicase counter-screen. DNA fluorescent intercalator displacement, fluorescence. inhibition, % at 7.9 µM. 290,000 tested, 0.17% active; in the data active = inhibition above about 37%;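 also: 0% = vehicle and 100% = reference compound; higher means more ethidium bromide displaced from hairpin DNA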
NS3 helicase inh: HCV NS3 helicase inhibition; NS3 helicase DNA unwinding, Cy5 molecular beacon fluorescence; inhibition, % at 10.9 µM; 290,000 tested, 0.56% active; AID 1800;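 active = inhibition above the mean of all tested compounds plus 3 SD, set per campaign, cut at about 35% in these data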;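 also: 0% = DMSO wells and 100% = thioflavine S control wells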
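System: HCV NS3 helicase fragment; control set: DMSO and thioflavine S; technique: Cy5 fluorescence at 0 and 60 min, beacon hairpin quenching; reagent: beacon DNA duplex substrate plus ATP; replicates: singlicate; schedule: 1 h reaction at 25 °C, ATP-initiated; medium: MOPS buffer pH 6.5 with MgCl2, DTT, Tween20, BSA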
* hit, by the source's call; / = not tested or not shown; & = joins results of further samples.

SMILES	OXTR ag	PHOSPHO1 inh	GPR7 antagonist	GalR3 antag	VIM-2 inhibitor	V1aR counter	IMP-1 inh	DNA FID counter	NS3 helicase inh
CC1=CCC2COC(c3ccc[n+](Cc4ccccc4)c3)C1C2 (stereo not given)	-0.6	-18	3	8	0.3	0.4	-0.6	5	-4
CCOC(=O)c1c[nH]c2c(C(F)(F)F)cccc2c1=O	0.9	41	-5	-3	-3.3	0.3	-1.0	2	2
CC(C)(C)OC(=O)NN=C(c1ccc(O)cc1)c1ccc(O)cc1	0.0	38	-2	6	-4.8	0.5	-3.5	-16	2
COc1cccc(-n2ccnc2SCC(=O)Nc2cc(C)on2)c1	0.0	6	6	-1	-1.7	0.2	-1.1	-7	-2
Cn1c(C(=O)NCCCN2CCN(c3ccccc3F)CC2)cc2c(=O)[nH]c3ccccc3c21	-2.1	11	-11	-1	11*	0.1	-6.5	11	-20
CCOC(=O)c1[nH]c2cc3c(cc2c1NC(=O)CN1CCC2(CC1)OCCO2)OCO3	-0.1	11	-7	0	-3.0	0.0	-1.5	-12	0
Cc1ccc(S(=O)(=O)N2CCCCC2)cc1NC(=O)COC(=O)c1ccc(O)cc1	4.3	12	2	-7	2.3	1.9	-2.7	-10	-2
CCN(CC)S(=O)(=O)c1cccc(-c2nnc(SCC(=O)NC)n2CCc2ccccc2)c1	-1.0	54	-8	-4	-2.3	0.8	-4.1	-38	-2
OCCSc1nc(-c2ccccc2)nc2c1CCC2	-1.9	-3	0	-6	3.5	-0.4	-3.1	-11	3
COc1cc(C(=O)NCC(c2ccccc2)N(C)C)ccc1OCC(=O)N1CCOCC1 (stereo not given)	1.6	25	0	-2	-2.2	-0.2	0.0	12	1
CCN1CCN(C(=O)NS(=O)(=O)c2ccc(C)cc2)CC1	/	10	-10	-6	-4.1	/	-2.3	-1	6
O=C(NC1CC1)C1CCN(S(=O)(=O)c2cc(Cl)ccc2Cl)CC1	-0.6	-3	-7	-3	0.7	0.9	-3.0	-1	-6
CCCN(CCC)CCNC(=O)c1cn(C)c(=O)c2c1c1ccccc1n2C	/	32	-7	-9	5.5	/	-2.0	-1	3
CCOC(=O)c1ccc(S(=O)(=O)N2CCN(C3CCCC3)CC2)cc1	2.1	-1	-10	-1	0.1	3.2	-2.5	-9	-5
COc1ccccc1C(=O)N/N=C(\C)c1ccc(NC(=O)C2CC2)cc1	1.0	7	2	-12	-2.7	1.0	-0.5	-9	-4
COCCCN1C(=O)c2ccc(C(=O)Nc3cccc(OC)c3)cc2C1=O	2.2	7	15	1	-2.3	1.4	0.4	-8	-3
O=C(O)CNc1ccc(S(=O)(=O)C(F)(F)F)cc1[N+](=O)[O-]	1.1	37	-7	-10	0.6	0.0	-0.4	-3	26
O=C(CN1CCC(n2nnc3cc(C(F)(F)F)ccc32)CC1)Nc1ccc2c(c1)CCC2	-1.5	-9	2	-3	-2.4	-0.6	-2.5	-4	0
O=C(NCCN1CCN(C(=O)c2ccc([N+](=O)[O-])cc2)CC1)C(=O)NCc1ccccc1	-0.3	-4	6	-8	-1.1	0.3	-1.9	-30	-11
Cc1nc2c(o1)CCc1ccccc1C2N1CCN(C)CC1 (stereo not given)	1.2&0.2	9&12	-7&-6	-1&-4&-2	-1.1&0.8	0.5&1.1	-3.1&-3.0	10&6	-5&-11

An excerpt from above in order of count of non-hydrogen atoms, ascending.
SMILES	OXTR ag	PHOSPHO1 inh	GPR7 antagonist	GalR3 antag	VIM-2 inhibitor	V1aR counter	IMP-1 inh	DNA FID counter	NS3 helicase inh
CCN1CCN(C(=O)NS(=O)(=O)c2ccc(C)cc2)CC1	/	10	-10	-6	-4.1	/	-2.3	-1	6
COCCCN1C(=O)c2ccc(C(=O)Nc3cccc(OC)c3)cc2C1=O	2.2	7	15	1	-2.3	1.4	0.4	-8	-3
O=C(CN1CCC(n2nnc3cc(C(F)(F)F)ccc32)CC1)Nc1ccc2c(c1)CCC2	-1.5	-9	2	-3	-2.4	-0.6	-2.5	-4	0

Remaining list, next part.
SMILES	OXTR ag	PHOSPHO1 inh	GPR7 antagonist	GalR3 antag	VIM-2 inhibitor	V1aR counter	IMP-1 inh	DNA FID counter	NS3 helicase inh
CC1CCN(S(=O)(=O)c2ccc3c4c2CC(=O)N4CC(C)S3)CC1 (stereo not given)	0.3	17	-18	-1	-2.6	3.2	-3.2	-44	12
O=C(CN1C(=O)NC(Cc2ccccc2)C1=O)Nc1ccccc1 (stereo not given)	0.2	10	16	0	0.3	2.1	-1.9	-1	2
COc1cc(OC)cc(C(=O)Nc2ccc(-n3cnnn3)c(C)c2)c1	0.6	-8	-1	-1	-1.7	-0.4	-2.0	-6	-10
CCCCC(=O)Nc1ccc(N2CCN(S(C)(=O)=O)CC2)cc1	-0.2	-22	-3	-2	-2.3	1.3	-2.4	-5	-5
O=C(NC1CC1)C1=C[C@@H](c2ccccc2)C[C@@H](OCCCCO)O1	-0.3	22	-9	-2	-3.2	0.3	-2.2	-8	-1
CCOC(=O)c1c(NC(=O)C(=O)N/N=C(\C)c2ccc(OC)cc2)sc2c1CCCCC2	0.3	3	-14	-2	-6.3	-1.0	-3.7	-1	6
Cn1c(SCC(=O)NNC(=O)Cc2ccccc2)nc2ccccc2c1=O	0.1	32	-3	-7	-0.5	0.4	-1.1	8	1
CC1CC(C)(C)CC2(C1)NC(=O)N(CC(=O)NCCc1ccc3c(c1)OCCO3)C2=O (stereo not given)	1.1	5	-14	8	-3.0	-0.6	-2.8	-40	34
COc1ccc(NC(=S)N(CCCN2CCCC(C)C2)Cc2cccs2)cc1 (stereo not given)	0.8	37	-4	-7	-0.5	0.1	-1.4	5	-14
CC(C)CC(CC(C)C)=NNC(=O)c1ccc2c(c1)OCO2	-0.2	-147	-8	-3	-4.4	-0.1	-4.0	0	-21
CCS(=O)(=O)NCC(c1ccco1)N1CCN(c2ccccc2)CC1 (stereo not given)	0.2	1	-2	-10	-3.6	1.0	-1.6	-8	6
CCN(CC(=O)Nc1ccccc1C(=O)OC)S(=O)(=O)c1ccc(OC)cc1	-2.5	39	-15	-1	-4.2	-1.2	-1.6	-18	-9
CC(C)Oc1ccc(CNC(=O)c2cc(S(=O)(=O)N3CCOCC3)cn2C)cc1	0.8	7	23	-6	-1.2	-0.2	-2.5	-30	11
CC(=O)C1=C(O)C(=O)N(c2ccc(O)cc2)C1c1ccccc1 (stereo not given)	1.7	20	-3	-4	3.3	0.7	-0.1	1	6
O=C(NCCSc1ccccc1)c1ccco1	-0.2	18	2	-4	-2.6	-0.7	-1.5	1	0
Oc1ccccc1-c1nc(NCc2ccco2)c2ccccc2n1	-0.3	24	-17	-7	-2.0	-0.2	-4.4	8	-11
Fc1cccc2sc(Nc3nc4ccccc4s3)nc12	-0.8	-37	-6	-7	-4.2	-0.8	-3.2	1	4
COC(=O)/C(=C\Nc1ccc(Cl)c2ccccc12)c1ncc(C(F)(F)F)cc1Cl	0.0	11	-3	/	-1.4	0.0	-3.2	-2	-6
CCOC(=O)C1=C(C)Nc2ccccc2N=C1NC(=O)c1cccc(S(=O)(=O)N(C)C)c1	-0.6	-7	0	-4	-3.1	1.4	-2.6	-23	-8
COc1ccc(-c2cc(-c3ccccc3O)[nH]n2)cc1	1.4	21	-2	-6	-4.9	0.7	-2.2	-6	-21
O=C(O)c1ccccc1NC(=S)NC(=O)c1sc2ccccc2c1Cl	-1.6	42	-6	1	0.8	-0.7	-1.6	-3	-7
Cc1ccc(C(=O)N/C(=C\C=C\c2ccccc2)C(=O)NCc2ccco2)cc1	-1.7	12	-14	-3	-1.4	-0.3	-0.9	-22	5
CCn1nc(CC(=O)Nc2nnc(CC(=O)N3CCOCC3)s2)c2ccccc2c1=O	0.6	4	-3	4	-1.1	1.2	-1.5	-5	4
COc1cc(C(=O)N/C(=C\c2cn(C)c3ccccc23)C(=O)NCCCN2CCOCC2)cc(OC)c1OC	-0.9	19	-13	-6	-0.6	-0.2	-2.9	29	-17
Cc1nc2c(sc3nc4c(cc32)COC(C)(C)C4)c(=O)o1	-0.7	-14	-14	-4	-3.0	-0.1	-4.1	-7	1
CCC1CCCCN1C(=O)CCc1nnc(Cc2c[nH]c3ccccc23)o1 (stereo not given)	1.6	6	-3	-4	0.5	1.6	-4.1	-26	2
O=C(c1cncc(Br)c1)N1CCc2ccccc2C1	-0.3	-6	5	-1	-0.5	-0.7	-0.1	-8	5
CCC(C)(C)NC(=O)C(c1ccc(C)o1)N(C(=O)c1csnn1)c1cccc(F)c1 (stereo not given)	-2.5	1	1	0	0.9	-0.9	2.7	-29	0
O=C(NCc1nc(-c2ccc(Cl)cc2)no1)c1ccco1	2.4	-13	4	-5	0.6	0.9	-1.2	-11	12
Cc1cc(C)n(/N=C\c2c(O)ccc3ccccc23)c(=O)c1C(N)=O	-0.5	-5	-4	-2	-2.7	2.0	-3.2	0	-4
CCCOc1ccc(C(=O)Nc2ccc(C)cc2[N+](=O)[O-])cc1	-0.3	22	-8	1	-5.1	0.1	-1.8	2	-4
COc1ccc(N(CC(=O)NCc2ccc3c(c2)OCO3)S(=O)(=O)c2c(C)nn(C)c2C)cc1	-1.2	7	-7	/	-1.9	-0.3	-3.9	-25	3
CCC(C)NC(=O)CN(c1cc(C)cc(C)c1)S(=O)(=O)c1c(C)[nH]c(=O)[nH]c1=O (stereo not given)	1.4	3	6	-6	-0.8	0.2	-1.1	-13	-9
Cc1csc(SCC(=O)c2ccc(S(=O)(=O)N3CCOCC3)cc2)n1	2.2	78*	-8	-1	-3.3	-0.1	-3.2	-10	9
Cc1ccc(C)c(N2CCN(C(=O)CC3Sc4ccccc4NC3=O)CC2)c1 (stereo not given)	2.6	-4	-15	-1	-3.5	5.8	1.9	-31	-5
COc1ccc(C(=O)OCC(=O)NC(=O)CCSc2ccccc2)cc1	-0.8	-4	1	0	-2.4	-0.7	-2.9	-1	-6
CC(c1ccccc1)N1C(=O)c2ccc(C(=O)NCc3cccnc3)cc2C1=O (stereo not given)	3.1	38	7	-6	-1.2	7.7	0.5	-27	-6
CCN(CC)S(=O)(=O)c1ccc(/C=C/C(=O)Nc2cccc(F)c2)cc1	2.0	-20	10	-5	-0.5	5.2	1.6	-8	-16
CCC(C)(C)NC(=O)Cc1ccccc1OC	-0.6	-19	-13	-3	0.9	-0.8	-2.3	1	2
COc1ccc(OC)c2[nH]c(=O)c(CCNS(=O)(=O)c3ccc(Cl)cc3)cc12	-0.6	-19	-12	1	-0.4	0.1	-3.8	-25	4
Clc1ccc2c(c1)C1=C(C(c3ccncc3)O2)C(c2ccc(Br)cc2)n2ncnc2N1 (stereo not given)	-0.5	8	-2	-1	-2.9	0.5	-2.0	-5	-1
CCOCN(C(=O)Cn1cnc2ccccc21)c1c(C)cccc1CC	1.2	41	-6	-2	-1.3	-0.1	-2.5	-12	-11
O=C(CSc1nnc(Cc2ccccc2)o1)NC1CCCCC1	-1.0	6	-5	-6	-0.9	-0.8	-3.2	-16	-6
COC(=O)c1cnn2c3c(c(C)nc12)CCCC3	0.5	11	-14	-4	1.1	-0.5	-0.3	-2	8
CCN(Cc1ccccc1)S(=O)(=O)c1cc(C(=O)NC(C)C2CC3CCC2C3)ccc1OC (stereo not given)	-2.9	18	0	-5	-4.6	0.9	-1.7	-39	-8

High-throughput results: PubChem, several laboratories

Compounds were not picked by outcome; 4.3% or so of the library scored in one or more.
